# PME-1 primary = blocks human protein phosphatase methylesterase 1; recombinant PME-1, FP-Rh probe fluorescence polarization; inhibition, % at 5.9 µM; hit rate 0.53% among 320,000;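 active means inhibition above the campaign mean of all compounds plus 3 SD, cut at about 26% in these data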;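 further: competitive labeling of PME-1 active site by serine hydrolase directed probe; 0% = PME-1 with DMSO and 100% = wells lacking PME-1 enzyme; inhibitors block probe labeling so polarization falls and inhibition rises; many of its hits are not listed in these tables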
# PAFAH2 inh = inhibitors of human PAFAH2; Q99487; recombinant PAFAH2, FP-rhodamine activity probe, fluorescence polarization; inhibition, % at 3.39 µM; hit rate 0.99% among 340,000;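 active means inhibition above the mean over all tested compounds plus 3 SD, cut at about 30% in these data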;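 further: inhibitors block probe labeling of enzyme so polarization drops; 0% = enzyme with DMSO and 100% = wells lacking PAFAH2 protein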
# PAD4 inh = inhibitors of human PAD4. Q9UM07. recombinant PAD4, RCA probe fluorescence polarization. inhibition, % at 6.36 µM. hit rate 0.41% among 330,000. AID 485272;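 active means percent inhibition above a cutoff equal to the mean of all tested compounds plus 3 SD, cut at about 15% in these data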;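 further: 0% = PAD4 with RCA probe and DMSO and 100% = probe without PAD4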
# PAFAH1B3 FP inh = PAFAH1B3 (human) inhibition; Q15102; recombinant PAFAH1B3, FP-rhodamine probe, fluorescence polarization; inhibition, % at 3.39 µM; hit rate 0.28% among 340,000; AID 492972;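 active means inhibition above the screen-wide average of all tested compounds plus 3 SD, cut at about 25% in these data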;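 further: 0% = enzyme with DMSO only and 100% = wells lacking PAFAH1B3 protein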
# GSTO1 inh = GSTO1 inhibition, counter-screen for RBBP9 inhibitors; P78417; hit rate 1.1% among 300,000; recombinant GSTO1, activity-based probe fluorescence polarization; AID 1974; inhibition, % at 5.96 µM;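 active means inhibition above the campaign mean inhibition plus 3 SD, cut at about 35% in these data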;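 further: 0% = GSTO1-1 with DMSO and 100% = wells lacking GSTO1-1 enzyme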
# Target sequence (P78417 whole entry, looked up): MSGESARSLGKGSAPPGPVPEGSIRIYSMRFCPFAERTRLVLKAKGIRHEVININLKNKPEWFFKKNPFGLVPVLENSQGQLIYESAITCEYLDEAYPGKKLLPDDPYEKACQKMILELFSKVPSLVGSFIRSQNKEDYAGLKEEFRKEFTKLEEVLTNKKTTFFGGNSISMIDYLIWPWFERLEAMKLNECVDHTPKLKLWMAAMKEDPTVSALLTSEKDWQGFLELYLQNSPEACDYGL
# PAFAH1B2 inh = PAFAH1B2 (human) inhibition; hit rate 1.2% among 340,000; AID 492953; recombinant PAFAH1B2, FP-rhodamine activity probe, fluorescence polarization; P68402; inhibition, % at 3.39 µM;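 active means inhibition above the mean of all tested compounds plus 3 SD, cut at about 24% in these data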;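 further: 0% = enzyme with DMSO and 100% = wells lacking PAFAH1B2; many of its hits are not listed in these tables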
# Target sequence (P68402 whole entry, looked up): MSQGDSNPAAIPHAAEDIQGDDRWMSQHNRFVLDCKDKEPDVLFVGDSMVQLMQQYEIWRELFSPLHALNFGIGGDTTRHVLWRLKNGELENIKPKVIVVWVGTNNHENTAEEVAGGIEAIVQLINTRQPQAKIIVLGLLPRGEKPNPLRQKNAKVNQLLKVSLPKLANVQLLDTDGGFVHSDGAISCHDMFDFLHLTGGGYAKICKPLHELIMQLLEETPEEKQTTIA
# Fam108B counter = blocks mouse Fam108B hydrolase in RBBP9 counter-screen; recombinant Fam108B, FP-Rh probe fluorescence polarization; inhibition, % at 9.51 µM; hit rate 0.33% among 300,000; AID 1947;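 active means inhibition above the screen mean inhibition plus 3 SD, computed separately per campaign, cut at about 18% in these data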;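 further: inhibitors lower polarization as less probe binds the enzyme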
# LYPLA1 inh = LYPLA1 (human) inhibition in PME1 counter-screen. recombinant LYPLA1, FP-Rh probe fluorescence polarization. inhibition, % at 5.9 µM. hit rate 0.16% among 320,000. AID 2174;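 active means inhibition above the mean of all tested compounds plus 3 SD, set per campaign, cut at about 14% in these data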;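 further: inhibitors block serine hydrolase probe labeling of LYPLA1 so polarization falls; 0% = enzyme with DMSO and 100% = wells lacking LYPLA1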
# pPAFAH inh = pPAFAH (human) enzyme inhibition. Q13093. recombinant pPAFAH, FP-rhodamine probe fluorescence polarization. inhibition, % at 3.39 µM. hit rate 1.5% among 330,000. AID 463082;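 active means inhibition above the mean inhibition across the screen plus 3 SD, cut at about 25% in these data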;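 further: inhibitors block binding of the rhodamine activity-based probe so polarization drops; 0% = enzyme with DMSO and 100% = wells lacking pPAFAH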
# Target sequence (Q13093 whole entry, looked up): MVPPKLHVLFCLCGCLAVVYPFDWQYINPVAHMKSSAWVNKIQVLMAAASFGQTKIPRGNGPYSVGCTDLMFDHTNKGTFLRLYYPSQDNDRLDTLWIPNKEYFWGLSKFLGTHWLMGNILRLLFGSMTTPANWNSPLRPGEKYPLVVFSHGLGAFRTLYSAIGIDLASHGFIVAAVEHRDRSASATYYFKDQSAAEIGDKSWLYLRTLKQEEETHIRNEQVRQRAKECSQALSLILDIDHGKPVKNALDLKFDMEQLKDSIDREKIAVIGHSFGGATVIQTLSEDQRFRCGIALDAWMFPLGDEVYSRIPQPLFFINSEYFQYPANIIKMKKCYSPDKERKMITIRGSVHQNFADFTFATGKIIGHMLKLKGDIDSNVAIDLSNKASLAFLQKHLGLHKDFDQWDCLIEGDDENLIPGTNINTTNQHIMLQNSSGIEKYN
# The depositor's hits bear a star; . = no result given. These rows are one share of the data; count on the stated rates, not on these rows.
# The line under a structure holds: PAFAH1B2 inh | Fam108B counter | PAFAH1B3 FP inh | GSTO1 inh | pPAFAH inh | PAFAH2 inh | LYPLA1 inh | PAD4 inh | PME-1 primary
COc1ccccc1OCc1nc(C#N)c(N2CC(C)CC(C)C2)o1 (centres undefined)
→ -0.5 | 0.2 | -0.9 | 6.1 | -1.1 | 11.4 | 1.5 | -0.4 | -3.7
CCOC(=O)c1ccc(NC(=O)COc2ccc(-n3cnnn3)cc2)cc1
→ 2.3 | 1.6 | 5.0 | 1.8 | 1.2 | -6.1 | -4.5 | -2.1 | -10.4
O=c1[nH]c2ccc(S(=O)(=O)Nc3ccccc3O)cc2[nH]1
→ -0.9 | 0.4 | 5.6 | -3.5 | -1.7 | -7.5 | 4.7 | -6.5 | 2.5
Cn1cc(CNC(=O)CC2C(=O)NCCN2CC(C)(C)C)cn1 (centres undefined)
→ 0.2 | 4.5 | 8.1 | 4.4 | -4.2 | 3.1 | -1.6 | -6.9 | -4.0
Cc1ccccc1NC(=O)c1[nH]cnc1C(=O)NN
→ 3.7 | 2.7 | 4.8 | 1.5 | 2.4 | 4.9 | -5.5 | 0.1 | -2.5
Cc1cccc(C(=O)N2CC3(C)CC2CC(C)(C)C3)c1 (centres undefined)
→ 2.5 | 1.5 | 5.0 | 2.7 | -2.0 | -6.7 | -4.2 | -2.4 | 2.9
CC(=O)OC1[C@H](Oc2c(O)c(C)c3c4c2[C@@H](C)CC[C@@H]4[C@@H](C)C[C@@H]3C=C(C)C)OC[C@@H](O)[C@@H]1O (some centres undefined)
→ 2.2 | . | 5.3 | . | 2.7 | 2.1 | . | -0.3 | .
OCCC1CN(CC2CC2)CCN1Cc1ccc(F)c(F)c1 (centres undefined)
→ -1.2 | 2.0 | -2.6 | -1.6 | -1.4 | -1.1 | -1.4 | -2.2 | -2.5
Nn1c(Nc2ccccc2)nc2ccccc21
→ 1.8 | -3.1 | 9.0 | 2.3 | -0.1 | 5.0 | -3.3 | -2.5 | -0.7
CC/C(=N/Nc1ccccc1)c1cnnc(-c2ccccc2)n1
→ 3.5 | -4.2 | 2.1 | 1.0 | 2.9 | 0.6 | -3.5 | 3.6 | -8.5
CS(=O)(=O)Nc1ccc(C(=O)NCc2cccnc2)cc1
→ 7.1 | -3.3 | 2.5 | -0.5 | -1.5 | -0.3 | 0.3 | -2.1 | 0.6
CC(C)(C)SCCNC(=O)c1ccc(NS(C)(=O)=O)cc1
→ -3.8 | -1.3 | 0.3 | 4.4 | -1.1 | 3.1 | -1.4 | -2.8 | 0.8
Cc1c(NC(=O)c2cnn3c2NC(c2ccc(Br)cc2)CC3C(F)(F)F)c(=O)n(-c2ccccc2)n1C (centres undefined)
→ 1.5 | 6.7 | 2.6 | 5.3 | 2.0 | 5.1 | 2.1 | 0.6 | 18.0
Cc1ccccc1NC(=O)Nc1cccs1
→ -7.7 | -0.4 | 6.3 | 6.8 | 2.3 | -1.2 | -2.3 | -0.9 | -1.3
CCOc1ccc(CCNC(=O)CN(C)S(=O)(=O)c2cccc3nsnc23)cc1OCC
→ -8.3 | 2.1 | 7.3 | -0.7 | 3.4 | -1.9 | -0.9 | -5.2 | 5.8

# Reformatted: nine of the compounds above
Structure	PAFAH1B2 inh	Fam108B counter	PAFAH1B3 FP inh	GSTO1 inh	pPAFAH inh	PAFAH2 inh	LYPLA1 inh	PAD4 inh	PME-1 primary
Cc1cccc(C(=O)N2CC3(C)CC2CC(C)(C)C3)c1 (centres undefined)	2.5	1.5	5.0	2.7	-2.0	-6.7	-4.2	-2.4	2.9
CC(=O)OC1[C@H](Oc2c(O)c(C)c3c4c2[C@@H](C)CC[C@@H]4[C@@H](C)C[C@@H]3C=C(C)C)OC[C@@H](O)[C@@H]1O (some centres undefined)	2.2	.	5.3	.	2.7	2.1	.	-0.3	.
OCCC1CN(CC2CC2)CCN1Cc1ccc(F)c(F)c1 (centres undefined)	-1.2	2.0	-2.6	-1.6	-1.4	-1.1	-1.4	-2.2	-2.5
Nn1c(Nc2ccccc2)nc2ccccc21	1.8	-3.1	9.0	2.3	-0.1	5.0	-3.3	-2.5	-0.7
CC/C(=N/Nc1ccccc1)c1cnnc(-c2ccccc2)n1	3.5	-4.2	2.1	1.0	2.9	0.6	-3.5	3.6	-8.5
CS(=O)(=O)Nc1ccc(C(=O)NCc2cccnc2)cc1	7.1	-3.3	2.5	-0.5	-1.5	-0.3	0.3	-2.1	0.6
CC(C)(C)SCCNC(=O)c1ccc(NS(C)(=O)=O)cc1	-3.8	-1.3	0.3	4.4	-1.1	3.1	-1.4	-2.8	0.8
Cc1c(NC(=O)c2cnn3c2NC(c2ccc(Br)cc2)CC3C(F)(F)F)c(=O)n(-c2ccccc2)n1C (centres undefined)	1.5	6.7	2.6	5.3	2.0	5.1	2.1	0.6	18.0
Cc1ccccc1NC(=O)Nc1cccs1	-7.7	-0.4	6.3	6.8	2.3	-1.2	-2.3	-0.9	-1.3

# The results go on.
# The line under a structure holds: PAFAH1B2 inh | Fam108B counter | PAFAH1B3 FP inh | GSTO1 inh | pPAFAH inh | PAFAH2 inh | LYPLA1 inh | PAD4 inh | PME-1 primary
CCCc1cc(=O)[nH]c(SCC(=O)c2c[nH]c3ccccc23)n1
→ 6.8 | -1.0 | 8.7 | 2.0 | 1.2 | 4.1 | -2.4 | -0.7 | -5.8
CCOc1ccc(C(C)NC(=O)CCC(=O)O)cc1 (centres undefined)
→ 3.1 | 1.1 | 4.2 | 1.3 | 0.1 | -8.8 | -1.1 | -0.7 | -1.0
CSc1ccc(-c2nc(CSCC(=O)N3CCOCC3)c(C)o2)cc1
→ 1.7 | 1.0 | 7.2 | 2.6 | 0.3 | -2.5 | -2.0 | -1.6 | 10.3
CCC1COCCS(=O)(=O)N1Cc1ccc(F)cc1 (centres undefined)
→ 4.4 | 3.0 | -1.4 | 13.5 | -0.6 | 7.5 | -1.6 | -2.1 | -3.7
c1ccc(COc2ccc(OCCCn3cncn3)cc2)cc1
→ -0.6 | -0.4 | 5.0 | 3.7 | 5.4 | -7.2 | -1.3 | -0.7 | 3.5
OCCNc1c2ccccc2nc2ccccc12
→ 0.3 | -0.3 | 8.5 | -7.0 | 1.7 | 2.9 | -1.3 | 0.1 | -21.7
CCC1=C(c2cc(OC)c(OC)c(OC)c2)C2(CCCC2)C(=O)O1
→ 3.6 | -1.9 | 12.3 | 3.1 | -8.7 | -3.5 | 1.1 | -0.3 | -0.4
COc1ccc(OC)c(/C=N\NC(=O)c2ccc(COc3ccc(C)cc3[N+](=O)[O-])o2)c1
→ -1.2 | 0.3 | 4.1 | 4.9 | 7.0 | -4.5 | -4.6 | 2.6 | -3.5
Cc1ccccc1Oc1cc(NC(=O)Cn2cnc([N+](=O)[O-])c2)cc([N+](=O)[O-])c1
→ 7.7 | 0.1 | -2.5 | -6.5 | -2.9 | -1.2 | -2.4 | -4.7 | 0.1
O=C(Nc1cccc2c1CCCC2)c1ccc(Br)o1
→ -1.0 | -6.5 | 2.7 | 12.4 | -0.8 | -8.2 | 1.4 | 0.1 | -4.0
Cc1cc(C)c2cc(C)c3nnc(SCC(=O)NCc4ccc5c(c4)OCO5)n3c2c1
→ 4.9 | 0.0 | 6.1 | 6.5 | -1.1 | 5.3 | 1.6 | -3.2 | -2.0
O=C(Nc1ccc(Cl)c(Cl)c1)c1cccnc1
→ 5.2 | -1.4 | 0.6 | -0.7 | 0.3 | -3.5 | -6.3 | -1.0 | -4.0
CCOc1cc(C(=O)NC(C)C2CC3CCC2C3)cc(OCC)c1OCC (centres undefined)
→ . | 3.9 | . | 16.0 | 5.5 | . | -1.3 | 5.5 | -6.3
COc1ccc(C(=O)O)cc1S(=O)(=O)N1CCN(Cc2ccc3c(c2)OCO3)CC1
→ 2.6 | . | 3.5 | . | 2.4 | 4.3 | . | -0.7 | .
Cc1[nH]nc2c1C(c1cnn(C)c1)C(C#N)=C(N)O2 (centres undefined)
→ -1.0 | 7.7 | 0.6 | 4.9 | 2.2 | -2.1 | -0.8 | -7.2 | -0.1
COn1c(SC2CCCCC2)nc2ccccc2c1=O
→ 5.3 | -2.5 | 6.9 | 2.4 | 5.7 | 3.4 | -0.4 | -2.2 | 11.1
COC(=O)[C@H](CCSC)NC(=O)Nc1cccc(Br)c1
→ 6.5 | 5.5 | 6.3 | 3.5 | -4.4 | 8.4 | -8.6 | 1.0 | -17.8
O=C(OCC(=O)N1CCC(Cc2ccccc2)CC1)c1ccccc1F
→ 0.8 | . | -3.6 | . | 11.6 | 3.4 | 0.4 | 7.2 | 8.4
Cc1ccc(N2C(=O)C3CCCN3C2=S)cc1 (centres undefined)
→ 3.6 | 2.9 | 6.2 | 6.8 | 0.1 | -4.6 | 1.7 | 3.1 | -1.4
CCN1CCN(c2cc(C)c3cc(NC(=S)N4CCCC(C)C4)ccc3n2)CC1 (centres undefined)
→ 3.1 | -0.2 | 7.3 | 8.9 | 0.6 | 1.8 | 1.3 | -5.2 | -0.5
CCOC(=O)c1c(C)n(CCNC(C)=O)c2ccc(OC)cc12
→ 2.8 | -3.3 | 1.4 | 2.9 | 1.2 | 2.3 | 3.5 | -5.4 | -4.8
Nc1ccc(SCC(=O)Nc2cccc([N+](=O)[O-])c2)cc1
→ 2.2 | -1.0 | 5.9 | 4.5 | 1.0 | -5.5 | -2.8 | -0.2 | -1.4
CC1=C(C(=O)Nc2ccccc2C)C(c2ccc(C)o2)C2=C(CCCC2=O)N1 (centres undefined)
→ 11.3 | -0.2 | 11.7 | -2.3 | 4.0 | 20.1 | -3.2 | -0.2 | 1.9
CCOC(=O)Cn1nnc(-c2ccc([N+](=O)[O-])cc2)n1
→ 2.9 | -3.9 | 3.9 | -2.9 | -3.7 | -5.2 | 2.6 | -0.7 | 5.1
CN(C1CCCCC1)S(=O)(=O)c1ccc(S(=O)(=O)N(CC(=O)Nc2ccccc2)C2CC2)cc1
→ 4.4 | -1.1 | 2.1 | 4.3 | 4.0 | -10.8 | -17.9 | 0.3 | -25.2
O=C(NCc1ccccn1)C1CC(c2ccccc2O)=NO1 (centres undefined)
→ 0.1 | -0.6 | 2.8 | 1.1 | -1.8 | 4.5 | -1.0 | -5.3 | 0.7
COc1ccc([N+](=O)[O-])cc1NC(=O)Cc1noc2ccccc12
→ -1.7 | -1.5 | 4.1 | -3.9 | -0.1 | -2.9 | 2.7 | 3.0 | 0.5
Cc1ccc(SCCOCCN2CC(C)OC(C)C2)cc1 (centres undefined)
→ 20.4 | 1.7 | 6.8 | 2.5 | -4.1 | -1.8 | 0.0 | 0.7 | -1.4
Cc1onc(-c2ccccc2)c1C(=O)Nc1nc(-c2cc(F)ccc2F)cs1
→ -0.7 | 0.2 | 5.2 | -5.9 | 5.8 | 4.0 | -2.1 | -3.6 | -4.4
COC(=O)c1ccc2c(c1)nc(C)n2CCO
→ -0.8 | 1.6 | -1.9 | 1.9 | -0.6 | 5.9 | 1.5 | 4.9 | 4.3
COc1cccc(/C=C/C(=O)Nc2ccc(OC)nc2)c1
→ -0.3 | 0.3 | 6.5 | 1.0 | 1.6 | 9.2 | -3.7 | -4.0 | -13.3
COc1ccc(CN(C)C(=O)CNC(=O)c2ccc3ccccc3c2)c(OC)c1
→ 0.1 | 0.7 | 6.7 | 0.8 | -1.1 | -1.6 | 0.7 | -2.6 | -5.6
CC(C)c1ccc(/C=N/n2cnnc2)cc1
→ 7.1 | 2.1 | -0.3 | -5.7 | 2.3 | -1.7 | 2.2 | 1.6 | -1.7
